Screening data: PubChem BioAssay, Johns Hopkins Ion Channel Center
ANO1 block: TMEM16A chloride channel inhibitors, primary screen, cell-based, HTS | Anoctamin-1 (Mus musculus), Q8BHY3 | HEK293 TMEM16A/YFP iodide influx fluorescence, ionomycin | normalized B-score (activity score, 25-100; higher = stronger inhibition) at 10 µM | 310,000 compounds, 1.2% hits | AID 588511, 2011;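 active means ratio plate-corrected score three or more library SD toward inhibition, starting fluorescence score within five deviations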;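 further: score derived from kinetic fluorescence span divided by baseline fluorescence per well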
MrgX1 allo act: positive allosteric modulators of MrgX1, primary screen, HEK293 cells, Fluo-4 calcium flux. Mas-related G-protein coupled receptor member X1 (Homo sapiens), Q96LB2. B-score at 10 µM. 310,000 compounds, 0.63% hits. FDSS; hits give high values;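 active means plate-corrected calcium response at least 3 library SD above typical, normal starting fluorescence, not activating the receptor alone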;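 further: compound read alongside a low EC10 to EC30 dose of BAM8-22 agonist; peak minus trough fluorescence over baseline measured at the second addition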
Target sequence (Q96LB2 whole entry, looked up): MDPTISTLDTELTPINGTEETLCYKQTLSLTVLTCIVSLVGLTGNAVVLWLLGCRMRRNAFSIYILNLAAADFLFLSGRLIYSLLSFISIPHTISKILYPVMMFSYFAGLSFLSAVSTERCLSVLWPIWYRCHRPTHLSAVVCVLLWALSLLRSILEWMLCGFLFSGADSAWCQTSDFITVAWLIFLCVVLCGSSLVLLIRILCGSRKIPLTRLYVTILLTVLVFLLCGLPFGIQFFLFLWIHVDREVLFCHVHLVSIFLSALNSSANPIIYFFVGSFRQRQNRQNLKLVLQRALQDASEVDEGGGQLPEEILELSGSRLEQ
MrgX1 ag: agonists of human MrgX1 receptor, primary screen, HEK293 cells, Fluo-4 calcium flux | Mas-related G-protein coupled receptor member X1 (Homo sapiens), Q96LB2 | Fluo-4 calcium fluorescence, agonist mode; hits give high values | B-score at 10 µM | 310,000 compounds, 0.44% hits | AID 588627, 2011;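 active means calcium response B-score plate-corrected fluorescence ratio at least 3 library SD, with starting fluorescence B-score inside 5 SD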
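Material: MrgX1-expressing HEK293 cells; input: 15,000 cells per well; doses: test compound given as first of three sequential additions; schedule: overnight plating before 1 h dye loading; technique: Fluo-4 NW calcium-flux fluorescence, kinetic read; evaluation: baseline-normalised fluorescence change ratio, B-scored; control set: plate-wise positive and negative controls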
RGS4 inh: RGS4 inhibitors, primary screen, cell-based, HEK293 M3R inducible RGS4, calcium flux; Fluo-4 calcium flux; hits give high values; triggered by carbachol at its EC20; B-score at 10 µM; 310,000 compounds, 0.45% hits; AID 463165, 2010;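 active means B-score, a plate-corrected calcium signal, over three deviations above library mean, with baseline fluorescence within five deviations of library mean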;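 further: RGS4 expression induced by doxycycline in cells with stable M3 receptor; B-score is computed from the integrated fluorescence ratio over baseline after carbachol; higher B-score means a larger calcium signal and so more RGS4 inhibition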
Target sequence (P49798 whole entry, looked up): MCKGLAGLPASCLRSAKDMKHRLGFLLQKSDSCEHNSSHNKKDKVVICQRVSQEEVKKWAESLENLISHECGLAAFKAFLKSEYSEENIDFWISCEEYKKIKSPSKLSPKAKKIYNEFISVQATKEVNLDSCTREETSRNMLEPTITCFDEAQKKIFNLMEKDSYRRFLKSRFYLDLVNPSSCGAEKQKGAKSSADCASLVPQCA
TRPC6 act: mouse TRPC6 channel activators, primary screen, cell-based, HEK293, membrane potential dye; HEK293-TRPC6 membrane potential dye fluorescence; hits give high values; B-score at 10 µM; 310,000 compounds, 0.13% hits;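 active means B-score of the integrated fluorescence ratio above library mean plus 3 SD, and starting fluorescence ratio within library mean plus 5 SD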;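 further: higher score means more depolarization so channel activation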
MrgX1 antagonist: antagonists of human MrgX1 receptor, primary screen, HEK293 cells, Fluo-4 calcium flux; AID 588676, 2011; Mas-related G-protein coupled receptor member X1 (Homo sapiens), Q96LB2; BAM8-22 antagonism; hits give low values; B-score at 10 µM; 310,000 compounds, 1.3% hits;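 active means calcium-response B-score plate-corrected more than 3 library SD below zero, starting fluorescence within 5 deviations, no agonist response on first addition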;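 further: peak minus trough fluorescence over baseline after final BAM8-22 challenge near maximal dose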
TRPC4 PAM: positive allosteric modulators of TRPC4, primary screen, cell-based, mouse TRPC4beta, HEK293 mu-opioid, Fluo-4 calcium; Short transient receptor potential channel 4 (Mus musculus), Q9QUQ5; DAMGO EC20, Fluo-4 Ca2+ flux; hits give high values; B-score at 10 µM; 310,000 compounds, 0.42% hits; AID 2227, 2009;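 active means B-score of calcium response area above 5 SD of library B-scores, with initial fluorescence ratio within 5 SD of library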;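 further: B-score of integrated fluorescence ratio over time as area under calcium response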
TRPC4 block: inhibitors of mouse TRPC4 channel, primary screen, Fluo4 calcium, HEK293 TRPC4beta/mu-opioid cells; 300,000 compounds, 0.39% hits; B-score at 10 µM; DAMGO-evoked Fluo4 calcium flux; hits give low values; AID 2247, 2010; Short transient receptor potential channel 4 (Mus musculus), Q9QUQ5;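 active means B-score over 3 SD under the library average, no early fluorescence shift, positive overall ratio signal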
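Assay system – HEK293 line stably carrying TRPC4beta and mu-opioid receptor · Doses – single dose · Detection – Fluo4 calcium-dye fluorescence, kinetic read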
ANO1 activ: TMEM16A chloride channel activators or potentiators, primary screen, cell-based, HTS. HEK293 TMEM16A/YFP-H148Q/I152L, iodide quench fluorescence; hits give low values. B-score at 10 µM. 340,000 compounds, 0.3% hits. AID 623877, 2012;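 active means fluorescence-ratio B-score plate-corrected deviation score at least 3 library SD below zero, with starting fluorescence score within 5 deviations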;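 further: channel opened by trigger with iodide after compound preincubation; score built on the fluorescence ratio of max minus min over baseline; more negative score means more quench and so TMEM16A activation or potentiation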
TRPC6 inh: mouse TRPC6 channel inhibitors, primary screen, cell-based, HEK293, membrane potential dye | Short transient receptor potential channel 6 (Mus musculus), Q61143 | ACh-evoked depolarization; hits give low values | B-score at 10 µM | 310,000 compounds, 1.1% hits | AID 2553, 2010;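 active means B-score under library mean minus 3 SD, initial fluorescence not abnormally high, positive integrated signal ratio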;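 further: B-score derived from integrated fluorescence ratio over the kinetic read; more negative B-score means stronger inhibition of depolarization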
TRPC4 act: activators of mouse TRPC4 channel, primary screen, Fluo4 calcium, HEK293 TRPC4beta/mu-opioid cells | Fluo4 calcium fluorescence; hits give high values | 310,000 compounds, 0.49% hits | Short transient receptor potential channel 4 (Mus musculus), Q9QUQ5 | B-score at 10 µM;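 active means B-score above 5 SD of library B-scores, and initial fluorescence ratio not above library mean plus 5 SD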;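 further: positive B-score marks a calcium rise read as TRPC4 activation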
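System: HEK293 cells stably co-expressing mouse TRPC4beta and mu-opioid receptor; Schedule: Fluo4 dye loading 45 min at room temperature, 110 s recording; Detection: Fluo4 fluorescence, kinetic; Evaluation: B-scored integrated calcium fluorescence ratio; Controls: buffer (low) and maximal DAMGO (high).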
* hit, by the source's call; i = inactive; · = no result given.

The line under a structure holds: ANO1 block | MrgX1 allo act | MrgX1 ag | RGS4 inh | TRPC6 act | MrgX1 antagonist | TRPC4 PAM | TRPC4 block | ANO1 activ | TRPC6 inh | TRPC4 act
1) COc1cc2[nH]c(=S)n(CCN3CCCCC3C)c(=O)c2cc1OC (stereo not given)
  i | i | i | i | i | i | i | i | i | i | i
2) c1ccc(-n2c(-c3ccncc3)nnc2N2CCOCC2)cc1
  i | i | i | i | i | i | i | i | i | i | i
3) CC(C)n1c(-c2cccs2)nc2ccccc21
  i | i | i | i | i | i | i | i | i | i | i
4) CCOC(=O)c1ccc(Nc2nnc(C)c3ccccc23)cc1
  i | i | i | i | i | i | i | i | i | i | i
5) COCc1cc(=O)[nH]c(-c2ccccc2)n1
  i | i | i | i | i | i | i | i | i | i | i
6) CCN(CC)C(=O)Cn1ncc2c1-c1ccccc1OC2
  i | i | i | i | i | i | i | i | i | i | i
7) CC(=O)Nc1ccc(NC(=O)CSc2ccc(-c3sc(C)nc3C)nn2)cc1
  i | i | i | i | i | i | i | i | i | i | i
8) O=C(NC(=S)N1CCOCC1)C12CC3CCC(CC(C3)C1)C2
  i | i | i | i | i | i | i | i | i | i | i
9) O=C(Cc1cn(Cc2cccc(Cl)c2)c2ccccc12)N1CCCC1
  i | i | i | i | i | i | 16* | i | i | i | i
10) CCO[C@H]1OC(C(=O)Nc2ccccc2)=C[C@@H](c2cn(C(C)=O)c3ccccc23)[C@@H]1CCCO
  i | i | i | i | i | i | i | i | i | i | i
11) Cc1onc(-c2ccccc2Cl)c1C(=O)N(Cc1nc(-c2ccccc2)no1)C1CCCCC1
  i | i | i | i | i | i | i | i | i | i | i
12) Cc1cccc(C)c1N1CCc2cn[nH]c21
  i | i | i | i | i | i | i | -6* | i | i | i
13) O=C(CSc1nnc(-c2ccncc2)n1Cc1ccco1)Nc1ccccc1Cl
  i | i | i | i | i | i | i | i | · | i | i
14) CC(C)CNC(=S)NNC(=O)c1csc2c1CCC(C)C2 (stereo not given)
  i | i | i | i | i | i | i | i | i | i | i
15) CN1CCN(c2ccc(S(=O)(=O)N3CCCCC3)cc2NC(=O)COc2cccc(Cl)c2)CC1
  i | i | i | i | i | i | 13* | i | i | i | i
16) Fc1ccccc1-n1cn[nH]c1=S
  i | i | i | i | i | i | i | i | i | i | i
17) CC(C)(C)SCCNC(=O)/C=C/c1ccc([N+](=O)[O-])cc1
  i | i | i | i | i | i | i | i | i | i | i
18) CCOC(=O)c1cc(S(=O)(=O)N2CCN(Cc3ccccc3)CC2)cn1C
  i | i | i | i | i | i | i | i | i | i | i
19) COc1ccc(Cl)cc1NC(=O)CSc1nnc(Cc2ccc(C)cc2)c(=O)[nH]1
  25* | i | 36* | i | i | i | i | i | i | i | i
20) O=C(NCCN1CCOCC1)C(=O)NCC1OCCN1S(=O)(=O)c1ccccc1 (stereo not given)
  i | i | i | i | i | i | i | i | i | i | i
21) Cc1noc(C)c1CSc1nc2sc(C)c(C)c2c(=O)n1-c1ccccc1
  i | i | i | i | i | i | i | i | i | i | i
22) Cc1noc(C)c1COC(=O)C1CC(O)CN1S(=O)(=O)c1ccc(Cl)cc1 (stereo not given)
  i | i | i | i | i | i | i | i | i | i | i
23) O=C(Nc1ccccc1)C1CC=CCC1C(=O)OCC1CCCO1 (stereo not given)
  i | i | i | i | i | i | i | i | i | i | i
24) Cc1onc(-c2ccccc2)c1C(=O)N1CC(C)OC(C)C1 (stereo not given)
  i | i | i | i | i | i | i | i | i | i | i
25) S=C(NCc1ccccc1)Nc1ccncc1
  i | i | i | i | i | i | i | i | i | i | i
26) CCOC(=O)c1sc2nc(NC(=O)C3CCCCC3)sc2c1C
  i | i | i | i | i | i | i | i | i | i | i
27) C/C(=N\NC(=O)Cc1c[nH]c2ccccc12)c1ccc2ccccc2c1
  i | i | i | i | i | i | i | i | i | i | i
28) COc1ccc(NC(=O)C2CC(=O)N(c3ccccc3Cl)C2)c(OC)c1 (stereo not given)
  i | i | i | i | i | i | i | i | i | i | i
29) CC1CC(C)CN(c2oc(Cc3ccccc3)nc2C#N)C1 (stereo not given)
  i | i | i | i | i | i | i | i | i | i | i
30) COc1ccc(Cl)cc1NC(=S)N1CCN(C(=O)c2ccco2)CC1
  i | i | i | i | i | i | i | i | i | i | i
31) CC(=O)NCC(=O)OCC(=O)Nc1nc(-c2ccccc2)cs1
  i | i | i | i | i | i | i | i | i | i | i
32) CCOC(=O)C1CCN(Cc2ccc3ccccc3c2)CC1
  i | i | i | i | i | i | i | i | i | i | i
33) COc1ccccc1-c1cc(C(F)(F)F)nc(NCc2cccs2)n1
  i | i | i | i | i | i | i | i | i | i | i
34) Cc1ccc(C2N=C(N)Nc3nc(=O)c4ccccc4n32)cc1 (stereo not given)
  i | i | i | i | i | i | i | i | i | i | i
35) O=C1c2ccccc2C(=O)C1c1ccc2ccccc2n1
  i | i | i | i | i | i | i | i | i | i | i
36) CCOc1ccccc1N(CC(=O)O)S(=O)(=O)c1ccccc1
  i | i | i | · | · | i | · | · | i | · | ·
37) Cc1cc(=O)n2nc(N3CCCC(C(=O)NCc4ccccc4)C3)sc2n1 (stereo not given)
  i | i | i | i | i | i | i | i | i | i | i
38) Cc1ccccc1OCC(=O)Nc1cccc2nsnc12
  i | i | i | i | i | i | i | i | i | i | i
39) O=C1CC(N2CCC(c3nc4ccccc4o3)CC2)C(=O)N1c1cc(Cl)cc(Cl)c1 (stereo not given)
  i | i | i | i | i | i | i | i | i | i | i
40) CC(C)n1c(SCc2cc(=O)[nH]c3ccccc23)nc2c1c(=O)n(C)c(=O)n2C
  i | i | i | i | i | i | i | i | i | i | i
41) CC(C(=O)NC1=NCCS1)N1C(=O)c2ccccc2C1=O (stereo not given)
  i | i | i | i | i | i | i | i | i | i | i
42) COc1ccc(OC)c(C2=NOC(C(=O)Nc3ccccc3SC)C2)c1 (stereo not given)
  i | i | i | i | i | i | i | i | i | i | i
43) CCOc1ccc(CCNC(=O)C2CC(=O)N(Cc3ccc(C)cc3)C2)cc1OCC (stereo not given)
  i | i | i | i | i | i | i | i | i | i | i
44) COc1ccc(C(=O)CSc2nncn2C)cc1
  i | i | i | i | i | i | i | i | i | i | i
45) CC(C)N(C(=S)NC1CCCCC1)c1ccccc1
  i | i | i | i | i | i | i | i | · | i | i
46) Cc1nn(CCC#N)c2[nH]c(=O)cc(C(F)(F)F)c12
  i | i | i | i | i | i | i | i | i | i | i
47) CCN1CCN(c2ccc(S(=O)(=O)N3CCOCC3)cc2NC(=O)c2cc(Cl)nc3ccccc23)CC1
  i | i | i | i | i | i | i | i | i | i | 47*
48) CCCCN(C(=O)c1cccc(-n2cccc2)c1)c1c(N)n(CCC)c(=O)[nH]c1=O
  i | i | i | i | i | i | i | i | i | i | i
49) O=C(Nc1nccs1)c1ccc(F)c(S(=O)(=O)N2CCOCC2)c1
  i | i | i | i | i | i | i | i | i | i | i
50) CCCn1c(N2CCN(Cc3cccc(C)c3)CC2)nc2c1c(=O)[nH]c(=O)n2C
  i | i | i | i | i | i | i | i | i | i | i
51) O=C(Oc1ccc(N(Cc2cccs2)C2=NS(=O)(=O)c3ccccc32)cc1)c1ccco1
  i | i | i | i | i | i | i | i | i | i | i
52) Cc1ccccc1Nc1nnc(SCC(=O)c2c(N)n(C)c(=O)n(C)c2=O)s1
  i | i | i | i | i | i | i | i | i | i | i
53) COc1cc(C2=NOC(C(=O)Nc3c(C)n(C)n(-c4ccccc4)c3=O)C2)cc(OC)c1OC (stereo not given)
  i | i | i | i | i | i | i | i | i | i | i
54) CCc1ccc(OCC(=O)N(CC)CC)cc1
  i | i | i | i | i | i | i | i | i | i | i
55) COc1cc2nc(SCc3ccc(C(F)(F)F)cc3)n(Cc3cccs3)c(=N)c2cc1OC
  i | i | i | i | i | i | i | i | i | i | i
56) COc1ccc(OC)c2[nH]c(=O)c(CCNC(=O)Cc3cccs3)cc12
  i | i | i | i | i | i | i | i | i | i | i
57) CC(=O)c1sc(NC(=O)C(C)C)nc1C
  i | i | i | i | i | i | i | i | i | i | i
58) Cc1c(Cl)c([N+](=O)[O-])nn1CC(=O)NCC1CCCO1 (stereo not given)
  i | i | i | i | i | i | i | i | i | i | i
59) Cc1nc2ccccc2nc1OCc1ccccc1
  i | i | i | i | i | i | i | i | i | i | i
60) CC(C)CSC1=NSC2=NC(=O)/C(=C\c3ccccc3)C(=N)N12
  25* | i | 27* | i | i | i | i | i | i | i | i

Next part:
The line under a structure holds: ANO1 block | MrgX1 allo act | MrgX1 ag | RGS4 inh | TRPC6 act | MrgX1 antagonist | TRPC4 PAM | TRPC4 block | ANO1 activ | TRPC6 inh | TRPC4 act
61) O=C(OCC(=O)c1ccc(Cl)cc1Cl)c1ccc2c(c1)C(=O)N(c1cccc3ncccc13)C2=O
  i | i | i | i | i | i | i | i | i | i | i
62) CCCS(=O)(=O)N1CCC(C(=O)NC2CCCC(C)C2C)CC1 (stereo not given)
  i | i | i | i | i | i | i | i | i | i | i
63) CCNC(=O)C1CCCc2c1[nH]c1ccc(Cl)cc21 (stereo not given)
  i | i | i | i | i | i | i | i | i | i | i
64) COc1ccc(OC)c(NS(=O)(=O)c2cc3c4c(c2)CCN4C(=O)CC3)c1
  · | · | · | i | i | · | i | i | i | i | i
65) Oc1cc(OCc2ccccc2)ccc1-c1[nH]ncc1-c1ccccc1
  i | i | i | i | i | i | i | i | i | i | i
66) C=CCNC(=S)NS(=O)(=O)c1cccs1
  i | i | i | i | i | i | i | i | i | i | i
